Insulin prom up = MIN6 insulin promoter up-regulation; 0.3% of 190,000 active; z-score at 5 µM; MIN6 insulin promoter-GFP reporter, high-content imaging; hits give high values;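 active = z-score above 3 at 5 µM with at least 500 cells counted in the well; inconclusive = wells under 500 cells, flagged as cytotoxic or low count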
Hep lipid drop = hepatic lipid droplet formation modulation; 0.4% of 240,000 active; inhibition, % at 6.5 µM; AML12 mouse hepatocytes, oleate lipid droplets, BODIPY imaging;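 active = lipid droplet intensity inhibited by at least 50%, with more than 500 cells counted; inconclusive = wells with under 300 cells, treated as cytotoxic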
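Assay system: AML12 mouse liver cells | Compound: 6.5 µM single-point dosing | Schedule: Overnight exposure | Technique: Fluorescence imaging, 20x objective, two fields per well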
WT yeast gro inh = growth inhibition of WT yeast, mitochondrial fusion screen; mitochondrial fusion phenotypic screen, WT strain; AID 1362; inhibition, % at 10 µM; 2.1% of 190,000 active; in the data active = inhibition above about 58%; tested in S. cerevisiae
MT stabilize HCS = stabilizes microtubules in HeLa cells; 0.83% of 200,000 active; HeLa tubulin immunostaining HCS, 24 h; share of cells brighter than vehicle mean+2SD; % tubulin-high responders, % at 10 µM;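 active = plate Z-score above 3 for both tubulin-high and condensed-nucleus cell shares, with cell loss under 80%, at 10 µM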;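 note: anti alpha tubulin signal scored within the nucleus-defined area of each cell; some results filed as inactive read as strong as hits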
CSM14.1 death rescue = rescue of cells from ER stress-induced death, primary screen, 384-well, CSM14.1, thapsigargin, ATP luminescence (AID 1222) | CSM14.1 thapsigargin-induced death rescue, ATP luminescence; higher % means a stronger effect | cellular ATP content (survival), % at 20 µM, or EC50 in µM where a hit was titrated | 190,000 tested, under 10 active;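 active = EC50 below 50 µM in the dose-response confirmation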;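 note: death triggered by thapsigargin at about 15 µM added after 2 h compound pretreatment; cell ATP read after overnight thapsigargin exposure of roughly 18 to 22 hours; normalized against plate controls of thapsigargin alone and 5% DMSO vehicle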
Autophagy mod = modulators of autophagy; AID 463193; MEF GFP-LC3 puncta imaging; test concentration mostly 10 µM; calls only at 10 µM (by protocol); 0.98% of 190,000 active;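 active = percentage of spot-positive cells more than 3 SD above its plate mean, without a fluorescence outlier flag or 80% toxicity; inconclusive = no clear call, values can overlap the other calls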;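 note: spot-positive cell cutoff set from DMSO-treated cells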
Dynein transport = blocks dynein driven cargo transport along microtubules | 3617.4 mouse cells, GR-EGFP nuclear translocation imaging; test concentration mostly 20 µM; stimulated with dexamethasone, 1 µM; hits give low values | z-score, hits read low | 0.47% of 220,000 active | AID 1381;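 active = plate z-score of nuclear minus cytoplasmic receptor signal below a set negative limit, without overly bright fluorescence or cell loss, cut at about -3.5 in these data, passing the limit was not always enough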;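 note: z-score of nuclear minus cytoplasmic ring GR-EGFP intensity difference per well; some compounds called inactive have numbers as strong as hits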
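Buffer or medium: tet-free medium with charcoal-stripped serum / Also added: dexamethasone agonist, 1.0 µM final, for 30 min / Timing: induction 48 h, compound 1 h, agonist 30 min / Measured by: high-content fluorescence imaging after fixation / Read-out: nuclear-to-cytoplasmic GR-EGFP distribution per well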
bCat nuc transl = alters nuclear translocation of beta-catenin in HeLa cells; immunofluorescence imaging; nuclear translocation activity, % at 5 µM; 0.3% of 190,000 active; AID 1665;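 active = nuclear translocation activity above 50% at 5 µM, with a well cell count of 50 or more; inconclusive = wells under 50 cells across six images, flagged as toxic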;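 note: per-cell ratio of nuclear to cytoplasmic median beta-catenin stain intensity; plate controls were DMSO negative control for no effect and GSK-3 inhibitor IX positive control for full effect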
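Test system: HeLa cells, endogenous beta-catenin; Compound: single 5 µM dose plus 0.02–20 µM confirmation series; Times: compound exposure 24 h at 37°C; Signal: fluorescence imaging of beta-catenin antibody stain plus DAPI; Read-out: % activation, nuclear-to-cytoplasmic median beta-catenin signal ratio per cell.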
XIAP displacement = XIAP antagonists, biochemical, IAP family, fluorescence polarization (AID 1018). 0.007% of 200,000 active. XIAP BIR domain, fluorescence polarization peptide displacement; higher % means a stronger effect. displacement, % at 20 µM, or IC50 in µM where a hit was titrated; in the data active = displacement above about 50%; note: a part of the inactive calls stands beside numbers as strong as those of hits
WT yeast gro inh mutant strain = further read-out of WT yeast gro inh, marked with its call; inhibition, %; mitochondrial fusion phenotypic screen, mutant strain inhibition
Dynein transport cytoplasmic EGFP = second read-out of Dynein transport, no call of its own (marks repeat the call); z-score; measured here: cytoplasmic GR-EGFP intensity; hits give high values
Dynein transport nuclear GR-EGFP = further read-out of Dynein transport, marked with its call; z-score; measured here: nuclear GR-EGFP intensity;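 lower value marks the stronger effect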
Dynein transport cell count = also measured in Dynein transport; calls as there; z-score; measured here: cell count per field
Insulin prom up cell count = recorded beside Insulin prom up, whose call it bears; cell count; measured here: cytotoxicity, nuclei count;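 total cells summed across four imaged fields per well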
Hep lipid drop cells 6.5 µM = further read-out of Hep lipid drop, marked with its call; cell count; measured here: cell count, cytotoxicity flag;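 cells counted across two imaged fields per well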
bCat nuc transl cell count 5 µM = recorded beside bCat nuc transl, whose call it bears; cell count; measured here: cell count, cytotoxicity flag
MT stabilize HCS Hoechst-high % = second read-out of MT stabilize HCS, no call of its own (marks repeat the call); % Hoechst-high responders; measured here: nuclear condensation Hoechst responders;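 share of cells brighter than vehicle mean plus two SD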
MT stabilize HCS cytotoxicity % = further read-out of MT stabilize HCS, marked with its call; toxicity, %; measured here: cytotoxicity by cell density;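 0% = mean cell density of plate MIN control wells and 100% = no cells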
Autophagy mod cell loss 18 h = further read-out of Autophagy mod, marked with its call; toxicity, %; measured here: cell loss, nuclei count;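 cell loss after 18 h compound exposure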
* = called active by the depositor; i = inactive; ? = inconclusive; nt = not tested or not shown; + = active, no number.

SMILES	Insulin prom up	Insulin prom up cell count	Hep lipid drop	Hep lipid drop cells 6.5 µM	WT yeast gro inh	WT yeast gro inh mutant strain	MT stabilize HCS	MT stabilize HCS Hoechst-high %	MT stabilize HCS cytotoxicity %	CSM14.1 death rescue	Autophagy mod	Autophagy mod cell loss 18 h	Dynein transport	Dynein transport cytoplasmic EGFP	Dynein transport nuclear GR-EGFP	Dynein transport cell count	bCat nuc transl	bCat nuc transl cell count 5 µM	XIAP displacement
O=C(Oc1cc(-c2ccccc2)no1)c1cccc(C(F)(F)F)c1	0.7	1011	3	783	-9	-4	1.1	1.6	4.0	-0.9%	i	-4	0.16	-0.12	0.31	0.3	nt	nt	-6.1%
Cc1ccc(C(=O)Nc2ccccc2NC(=O)c2ccc(C)o2)o1	0.22	1326	nt	nt	-2	8	1.5	1.5	0.5	-0.2%	i	14	-1	-0.2	-0.2	0.48	-4.5	1024	0.3%
COc1ccc2cc(C3CC(c4ccco4)=NN3S(C)(=O)=O)c(Cl)nc2c1 (stereo not drawn)	0.79	1443	10	749	nt	nt	nt	nt	nt	nt	nt	nt	-1.9	0.069	-1.1	0.25	-0.3	1343	nt
CC(C)(C)N(Cc1ccccc1)C(=O)COC(=O)Cn1cnc2ccccc2c1=O	-0.59	1375	2	665	-7	-28	3.5	1.0	11	-2.4%	i	-1	0.14	-0.16	-0.03	0.52	0.4	1069	-0.7%
CCSc1nc(N2CCCCC2)c2c(c1C#N)CCCC2	-0.43	843	2	807	32	2	0.9	1.8	19	-1.5%	i	-16	0.12	-0.16	-0.013	0.24	nt	nt	-3.0%
O=C(Cn1nc(-c2ccccc2)c2ccccc2c1=O)NN1CCOCC1	-0.39	1027	2	697	nt	nt	nt	nt	nt	nt	nt	nt	-0.23	-0.18	0.33	0.99	1.1	1241	nt
Nn1c(SCC(=O)NC2CCCCC2)nnc1-c1ccccc1	0.11	1337	nt	nt	-8	-3	3.6	2.9	3.2	-2.0%	i	-58	-0.61	-0.19	-0.66	0.95	-5.7	1002	1.1%
CCOC(=O)c1cnn(-c2cc(C)cc(C)c2)c1N	-0.23	1235	-5	647	0	-1	4.5	1.8	5.1	-0.1%	i	16	0.04	-0.32	0.45	0.24	-3.9	1115	-5.4%
CC(C)NC(=S)N1CCN(C(c2ccccc2)c2ccccc2)CC1	0.11	1481	-8	637	65*	29*	6.5	2.7	2.1	1.5%	i	5	0.33	-0.076	0.41	-1.1	-3.8	1156	-8.9%
O=S(=O)(c1cccc2nsnc12)N1CCN(c2ccccc2F)CC1	-0.66	1556	13	699	42	31	1.5	1.5	3.9	-1.6%	i	-5	1.4	-0.25	0.7	0.69	-0.1	1018	-5.1%
Cc1cc(C(F)(F)F)nn1CC(=O)NNC(=S)NCC(C)C	-0.18	875	nt	nt	1	4	1.1	0.6	7.0	-1.1%	i	-3	-1	-0.032	-0.38	0.57	nt	nt	-4.3%
Cc1cc2nnc(SCC(=O)NCc3cccs3)n2c(N)n1	0.91	1318	nt	nt	nt	nt	2.3	2.6	12	-1.7%	i	-13	0.36	-0.12	0.15	0.19	-1.4	1167	-3.2%
CNC(=O)c1nc[nH]c1C(=O)NC	0.38	1724	-2	504	-22	-29	1.5	0.9	0.4	-1.0%	i	-7	0.11	-0.097	0.14	0.13	-0.1	1031	-7.0%
Cc1ccc(C(=O)O)cc1NC(=O)c1cccs1	0.26	1265	-10	742	-1	-5	4.1	2.0	4.5	-1.5%	i	-3	-0.38	-0.19	-0.44	0.72	-2.4	985	-7.1%
Cc1nc2cc(NC(=O)CCS(=O)(=O)c3ccccc3)ccc2s1	0.43	1594	19	619	-14	-3	2.3	2.0	11	-2.1%	i	-1	0.19	-0.25	0.16	-0.61	-2.4	1138	-7.0%
Cc1ccc(-n2c(C)nc3oc4ccccc4c(=O)c3c2=O)cc1	3.9*	1090*	nt	nt	-10	0	2.0	0.8	8.2	-3.1%	i	-14	0.036	-0.16	0.034	0.28	2.2	509	-4.3%
COc1ccc(/C=N/NC(=O)CC(=O)NCc2cccnc2)c(OC)c1	1.1	1563	12	672	-10	-3	4.8	2.1	9.0	-0.6%	i	-5	0.99	-0.27	0.96	0.19	-0.1	1092	-3.9%
CCc1cc(-c2n[nH]c(C)c2-c2nc3ccccc3n2C)c(O)cc1O	0.22	1424	-8	665	-14	-14	14*	23*	33*	-1.2%	i	-12	-0.23	-0.31	0.31	0.72	21	652	-0.8%
Cc1ccc(OCC(=O)N2CC(C)OC(C)C2)c([N+](=O)[O-])n1 (stereo not drawn)	-0.91	1167	5	686	-8	18	6.4	1.7	11	-0.6%	i	17	-0.31	-0.35	-0.0078	0.59	0.0	1072	-6.4%
O=c1[nH]c(SCCOc2cccc3ccccc23)nc2ccccc12	-0.13	1265	4	673	17	11	2.9	2.9	0.8	-0.1%	+	25*	0.14	-0.2	0.31	-0.94	-2.1	1131	-12%
COC(=O)N(C)CCCC1(C)C(=O)N(C)c2ccc(O)cc21 (stereo not drawn)	1.8	1545	nt	nt	-5	0	3.8	2.0	13	-2.1%	i	8	-1.3	-0.052	-0.93	0.54	-2.3	855	-0.6%
COC(=O)c1ccc(COC(=O)c2cnccn2)cc1	-0.15	1361	12	686	6	5	4.2	1.3	2.3	1.5%	i	18	-0.85	-0.32	-0.34	0.33	0.9	1122	-3.7%
CN(c1ccc(C(=O)N2CCOCC2)cc1[N+](=O)[O-])C1CCCCC1	-0.48	1295	nt	nt	13	20	2.6	2.3	8.5	-1.9%	i	-33	1.1	-0.13	0.9	0.56	2.7	1379	-22%
Cc1ccccc1N1CC(C(=O)O)CC1=O (stereo not drawn)	0.85	1357	-9	679	4	1	1.2	1.6	3.5	0.1%	i	-5	0.69	0.19	0.45	-0.19	0.4	1554	3.5%
CN(C)S(=O)(=O)c1cccc(C(=O)Nc2ccc(N3CCOCC3)cc2)c1	-0.28	1053	-3	685	nt	nt	nt	nt	nt	nt	nt	nt	-0.61	-0.12	0.43	-0.54	-0.5	1335	nt
CCOc1ccc(NC(=O)CSc2nnc(-c3ccccc3Cl)n2Cc2ccco2)cc1	-0.1	950	nt	nt	4	6	4.9	3.3	9.4	2.7%	i	8	-0.72	-0.32	-0.19	0.35	-2.6	1065	-5.1%
Cc1sc2ncn(CC(=O)N3CCOCC3)c(=O)c2c1-c1ccccc1	1.7	1456	-3	694	15	-2	3.6	1.8	0.3	0.1%	i	-11	1.5	-0.099	0.36	-1.8	-1.4	1122	-1.0%
CCOC(=O)N1CCN(C(=O)c2ccc3c(=O)n(-c4ccc(OC)cc4)c(=S)[nH]c3c2)CC1	0.78	1524	nt	nt	18	8	2.5	1.7	5.1	2.1%	i	15	0.74	-0.088	0.34	0.54	-0.1	1416	0.5%
COc1ccc(NS(=O)(=O)c2ccc(N3CCCC3)c(NC(=S)Nc3cccc(C)c3C)c2)cc1	0.23	1279	-20	696	-12	11	1.4	2.7	9.1	-2.8%	i	-5	-0.037	-0.24	0.41	-0.61	-0.2	889	-6.1%
O=C(c1cccs1)N1CCN=C1SCc1ccc(Cl)cc1	-0.15	1569	4	739	11	-25	2.2	2.2	7.7	1.2%	i	-15	-0.1	-0.085	-0.27	0.44	-5.9	1131	-3.2%
CCOC(=O)c1ccc(NC(=O)Cn2ncc(Cl)c(Cl)c2=O)cc1	?	nt	24	571	48	32	3.7	3.3	1.6	-1.1%	+	30*	-4.2*	1.6*	-2.2*	-0.42*	nt	nt	-5.5%
CCCC(=O)Nc1c(C(=O)OCC)[nH]c2ccccc12	-0.13	1458	-1	642	4	-6	2.0	1.5	6.2	nt	nt	nt	0.26	-0.15	0.49	-0.55	-1.0	1102	-0.3%
CCCN(c1ccc(C(C)C)cc1)S(=O)(=O)c1c(C)noc1C	nt	nt	16	809	-2	7	1.6	1.6	13	-2.7%	i	-4	0.071	-0.22	0.37	0.33	-13	1114	-3.3%
CCOc1cccc(CN2CCCC(C(=O)c3cccc(C(F)(F)F)c3)C2)c1O (stereo not drawn)	-1.4	1512	-22	714	20	16	4.3	2.8	6.3	2.4%	i	12	-0.15	-0.31	-0.021	0.74	-1.7	1101	-3.7%

Part of the list above in order of SMILES length, low to high:
SMILES	Insulin prom up	Insulin prom up cell count	Hep lipid drop	Hep lipid drop cells 6.5 µM	WT yeast gro inh	WT yeast gro inh mutant strain	MT stabilize HCS	MT stabilize HCS Hoechst-high %	MT stabilize HCS cytotoxicity %	CSM14.1 death rescue	Autophagy mod	Autophagy mod cell loss 18 h	Dynein transport	Dynein transport cytoplasmic EGFP	Dynein transport nuclear GR-EGFP	Dynein transport cell count	bCat nuc transl	bCat nuc transl cell count 5 µM	XIAP displacement
CNC(=O)c1nc[nH]c1C(=O)NC	0.38	1724	-2	504	-22	-29	1.5	0.9	0.4	-1.0%	i	-7	0.11	-0.097	0.14	0.13	-0.1	1031	-7.0%
COC(=O)c1ccc(COC(=O)c2cnccn2)cc1	-0.15	1361	12	686	6	5	4.2	1.3	2.3	1.5%	i	18	-0.85	-0.32	-0.34	0.33	0.9	1122	-3.7%
O=c1[nH]c(SCCOc2cccc3ccccc23)nc2ccccc12	-0.13	1265	4	673	17	11	2.9	2.9	0.8	-0.1%	+	25*	0.14	-0.2	0.31	-0.94	-2.1	1131	-12%

Source: PubChem BioAssay (several laboratories)
